EWS-Fli block = EWS/Fli-driven NR0B1 reporter inhibitors, primary screen, A673 cells, NR0B1 luciferase, luminescence, MLPCN library | viability-normalised | inhibition, % at 12.6 µM | 350,000 compounds, 0.67% hits;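 active means mean inhibition of at least 50% after viability correction, with every replicate also passing that limit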;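 further: firefly luciferase signal divided by Alamar Blue viability fluorescence both relative to DMSO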
PGC1a acetyl inh = inhibitors of PGC1a acetylation signal, primary screen, cell-based, U2OS, AlphaScreen, inhibitor mode. AlphaScreen anti-acetyl-lysine; with virally co-expressed GCN5 acetyltransferase. inhibition, % at 15.6 µM. 350,000 compounds, 0.17% hits. AID 651687, 2012;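 active means every replicate shows inhibition of at least 40%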;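 further: 0% = neutral control wells and 100% = positive control wells; some results beyond the cut were filed as inactive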
S100A4 MyoIIA = inhibitors of S100A4-myosin IIA peptide binding, primary screen, biochemical, fluorescence polarization, TAMRA-MyoIIA peptide; inhibition, % at 10.7 µM; 360,000 compounds, 0.14% hits;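 active means mean inhibition of at least 70% across replicates, with every replicate also reaching that level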
Target sequence (P26447 whole entry, looked up): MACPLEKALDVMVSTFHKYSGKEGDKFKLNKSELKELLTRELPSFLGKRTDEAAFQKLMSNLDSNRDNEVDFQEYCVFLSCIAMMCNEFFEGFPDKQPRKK
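Material: S100A4 monomer protein | Medium: HEPES pH 7.2 with CaCl2, KCl, NaCl, DTT, Triton | Reagent: Labelled myosin peptide probe, 5 nM | Doses: One dose per compound | Times: 5 min incubation before reading | Benchmarks: Neutral control DMSO, positive control TFP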
PglD inh = C. jejuni PglD acetyltransferase inhibitors, primary screen, biochemical, DTNB colorimetric, single point. UDP-N-acetylbacillosamine N-acetyltransferase PglD (Campylobacter jejuni). AID 602405, 2012. purified PglD enzyme, DTNB colorimetric CoA detection. 360,000 compounds, 0.098% hits. inhibition, % at 12.5 µM; in the data active means inhibition above about 16%, passing the limit was not always enough; further: strong numbers were not always called active
LGR2 inh = inhibitors of bursicon-induced LGR2 CRE-luciferase signal, primary screen, cell-based, HEK293, CRE-luciferase reporter, bursicon stimulation. Drosophila bursicon receptor LGR2 (rickets). bursicon-stimulated, 4 h. inhibition, % at 9.99 µM. 380,000 compounds, 0.35% hits;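 active means drop in luminescence signal, shown as inhibition above about 50% in the replicate tests, limit read from the data, passing the limit was not always enough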;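 further: agonist challenge used bursicon conditioned medium at about half maximal strength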
ERAP1 HTS inh = human ERAP1 aminopeptidase inhibitors, primary screen, biochemical, single point, plate reader; Endoplasmic reticulum aminopeptidase 1 (Homo sapiens), Q9NZ08; recombinant ERAP1, Leu-AMC fluorescence, 60 min; inhibition, % at 10.7 µM; 340,000 compounds, 0.15% hits; AID 652197, 2013;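 active means mean replicate inhibition of at least 30%, or all replicates individually reaching that 30% level; inactive means mean below 30% and not every replicate reaching it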;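 further: 0% = neutral control wells and 100% = L-leucinethiol positive control wells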
Target sequence (Q9NZ08 whole entry, looked up): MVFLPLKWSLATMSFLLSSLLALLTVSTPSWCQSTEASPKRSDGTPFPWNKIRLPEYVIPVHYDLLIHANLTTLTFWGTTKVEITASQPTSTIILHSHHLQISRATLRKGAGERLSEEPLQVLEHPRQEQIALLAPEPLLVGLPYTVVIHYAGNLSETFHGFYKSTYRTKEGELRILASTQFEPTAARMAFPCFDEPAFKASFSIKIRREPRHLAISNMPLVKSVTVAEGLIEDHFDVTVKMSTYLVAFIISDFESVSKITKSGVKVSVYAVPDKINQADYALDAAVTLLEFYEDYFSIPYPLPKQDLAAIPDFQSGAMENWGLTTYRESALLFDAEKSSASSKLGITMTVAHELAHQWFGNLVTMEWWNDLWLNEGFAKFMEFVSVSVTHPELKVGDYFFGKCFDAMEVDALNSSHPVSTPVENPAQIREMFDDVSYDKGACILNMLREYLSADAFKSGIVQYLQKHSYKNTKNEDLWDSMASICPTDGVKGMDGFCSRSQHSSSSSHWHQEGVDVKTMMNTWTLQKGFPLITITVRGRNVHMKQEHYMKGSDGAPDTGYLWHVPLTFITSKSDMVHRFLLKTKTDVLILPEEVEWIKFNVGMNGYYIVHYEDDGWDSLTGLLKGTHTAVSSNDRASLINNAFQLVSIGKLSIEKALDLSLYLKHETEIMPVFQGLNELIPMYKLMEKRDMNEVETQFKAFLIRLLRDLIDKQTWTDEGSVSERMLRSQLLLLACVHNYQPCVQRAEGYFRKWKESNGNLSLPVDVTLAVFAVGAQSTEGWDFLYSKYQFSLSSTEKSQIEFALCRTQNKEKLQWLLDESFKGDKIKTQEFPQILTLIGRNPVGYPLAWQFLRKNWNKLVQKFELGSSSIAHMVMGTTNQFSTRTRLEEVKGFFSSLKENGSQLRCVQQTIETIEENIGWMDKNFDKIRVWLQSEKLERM
FN deposition inh = inhibitors of fibronectin matrix deposition, primary screen, AH1F cells, Alexa488-fibronectin fluorescence, plate reader; AH1F fibroblasts, overnight; inhibition, % at 12.6 µM; 350,000 compounds, 0.086% hits; AID 743247, 2014;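 active means mean inhibition across replicates of 30% or more, regardless of how many single replicates reach that level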;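 further: positive control wells lacked labelled fibronectin entirely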
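Material: AH1F fibroblast monolayer depositing Alexa488-labelled fibronectin into matrix / Amount: 10000 AH1F cells per well / Signal: fluorescence 485/525 nm / Medium: DMEM, 2% serum / Compound: single dose, pinned / Incubation: 1 h cell adhesion before compound, then overnight fibronectin incubation / Reagent: Alexa488-FN, 24 nM final / Read-out: inhibition of fibronectin deposition signal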
PAX8 inh HTS = inhibitors of PAX8-driven TPO luciferase reporter, primary screen, RMG-I cells, single concentration | SteadyGlo, 24 h | inhibition, % at 12.6 µM | 360,000 compounds, 1.2% hits | AID 652154, 2013;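 active means mean replicate inhibition at least 60% with every replicate also reaching 60%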;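 further: luciferase light reporting Pax8 driven TPO promoter activity; plate controls were median of neutral control wells for no effect and mitoxantrone controls for full effect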
* marks the source's active call; other numbers are inactive results; nt = no result given; & = joins results of further samples. Some of the compounds tested, so the mix of outcomes need not match the whole.

SMILES	EWS-Fli block	PGC1a acetyl inh	S100A4 MyoIIA	PglD inh	LGR2 inh	ERAP1 HTS inh	FN deposition inh	PAX8 inh HTS
COc1ccc([N+](=O)[O-])cc1N=Cc1c(O)n(CCc2ccccc2)c(=O)n(C(C)C)c1=O	14	nt	-8	nt	18	2	1	12
Brc1ccc2c(c1)-n1nncc1CN(CC1CCCCC1)C2	-3	-9	2	1	-12	-2	3	-1
CCOC(=O)c1cccc(C2=C(CNC(=O)c3nccs3)[C@H]3CC[C@@H](C2)N3Cc2ccccc2)c1	-4	-4	-1	-2	-12	1	2	4
C[C@@H]1CN([C@@H](C)CO)C(=O)CCCn2nncc2CO[C@@H]1CN(C)C(=O)Oc1ccc2ccccc2c1	0&4&-4	15&10&5	-7&-7&0	-1&2	0&-1	1&1	0&-1	-8&-1
CCCOc1ccccc1OCC(=O)N1CCN(CC(=O)N2CCOCC2)CC1	2	nt	-3	5	-3	2	5	-5
NP(=O)(OCCCCc1ccccc1)Oc1ccccc1Cl (stereo not given)	9	nt	-5	1	-13	-2	-1	4
CN(CCOc1ccc(C=C2C(=O)NC(=O)NC2=O)cc1)c1ccccn1	-71	nt	-1	1	4	-1	-27	-49
Clc1ccc2c(c1)C(c1ccccc1Cl)=NCc1nnc(N3CCN(CCOc4ccccc4)CC3)n1-2	nt	-11	nt	-1	-25	nt	0	11
N#CC(c1ccccc1)N1CCOCC1 (stereo not given)	6	-6	-4	nt	6	nt	1	7
O=C1CN(C(=O)CN2CCCCC2)C(c2ccccc2)c2cc(Br)ccc2N1 (stereo not given)	nt	6	nt	-1	nt	nt	9	16
CC1CN=C(NCc2ccc(F)cc2)S1 (stereo not given)	-21	nt	4	nt	7	3	-7	3
Clc1ccc(C(c2ccccc2)c2ncc[nH]2)cc1 (stereo not given)	1	-4	1	1	0	3	-3	-3

Part of the list above, with values under each structure:
Fields: EWS-Fli block, PGC1a acetyl inh, S100A4 MyoIIA, PglD inh, LGR2 inh, ERAP1 HTS inh, FN deposition inh, PAX8 inh HTS
> C[C@@H]1CN([C@@H](C)CO)C(=O)CCCn2nncc2CO[C@@H]1CN(C)C(=O)Oc1ccc2ccccc2c1
→ 0&4&-4, 15&10&5, -7&-7&0, -1&2, 0&-1, 1&1, 0&-1, -8&-1
> CCCOc1ccccc1OCC(=O)N1CCN(CC(=O)N2CCOCC2)CC1
→ 2, nt, -3, 5, -3, 2, 5, -5

(cont.)
SMILES	EWS-Fli block	PGC1a acetyl inh	S100A4 MyoIIA	PglD inh	LGR2 inh	ERAP1 HTS inh	FN deposition inh	PAX8 inh HTS
CCOc1ccc(NC(=O)C2C3c4ccccc4C(c4ccccc43)C2C(=O)O)cc1 (stereo not given)	-6	nt	3	nt	-14	-1	-7	10
COc1ccc(CCNCc2cccc(C(F)(F)F)c2)cc1OC	1	nt	2	nt	4	-2	-3	-11
CC(=O)OC1CCC2(C)C(CCC3C2CC(=O)C2(C)C3CC(N3CC3)C2C(C)=O)C1 (stereo not given)	-3	nt	3	nt	9	0	nt	-16
CCOC(=O)CC(SP1(=S)OCC2(CC=CCC2)CO1)C(=O)OCC (stereo not given)	-2	nt	-1	-3	-3	-2	-1	0
Clc1cccc(N2Cc3ccccc3-n3nncc3C2)c1	9	-12	-1	5	-4	nt	2	8
COc1ccc(-n2c(/C=C/c3cccc(F)c3)nc3ccccc3c2=O)c(OC)c1	-15	-1	1	-8	-14	-1	5	4
COc1ccccc1OCC#CCN1CCOCC1	1	nt	-2	nt	-30	2	2	-3
N#C/C(=C(/O)c1ccc(S(=O)(=O)N(CCCl)CCCl)cc1)c1nc2ccccc2[nH]1	-17	-11	7	nt	-6	nt	4	-27
COc1ccc(C#Cc2ccc([C@@H]3[C@H](CO)N4CCCCN(C(=O)Cc5ccccc5)C[C@@H]34)cc2)cc1	11	4	0	9	0	1	-4	-3
C[C@@H]1CN([C@@H](C)CO)C(=O)CCCn2nncc2CO[C@@H]1CN(C)C(=O)Oc1cccc2ccccc12	-4&-1&5	-3&-9	6&9	-3&-2	-1&6	7&1	-4&-5	8&3
O=C(Cc1ccccc1)N1CCCCN2[C@H](CO)[C@H](c3ccc(C#Cc4ccccc4)cc3)[C@@H]2C1	nt	-22	-1	11	10	-3	nt	-15
CP(=O)(Nc1ccc(Cl)cc1)c1nc2c(s1)CCCC2 (stereo not given)	8	-5	-3	nt	10	1	14	4

Four compounds drawn at random from the list so far:
SMILES	EWS-Fli block	PGC1a acetyl inh	S100A4 MyoIIA	PglD inh	LGR2 inh	ERAP1 HTS inh	FN deposition inh	PAX8 inh HTS
CP(=O)(Nc1ccc(Cl)cc1)c1nc2c(s1)CCCC2 (stereo not given)	8	-5	-3	nt	10	1	14	4
CCOc1ccc(NC(=O)C2C3c4ccccc4C(c4ccccc43)C2C(=O)O)cc1 (stereo not given)	-6	nt	3	nt	-14	-1	-7	10
COc1ccccc1OCC#CCN1CCOCC1	1	nt	-2	nt	-30	2	2	-3
N#C/C(=C(/O)c1ccc(S(=O)(=O)N(CCCl)CCCl)cc1)c1nc2ccccc2[nH]1	-17	-11	7	nt	-6	nt	4	-27

Next section.
SMILES	EWS-Fli block	PGC1a acetyl inh	S100A4 MyoIIA	PglD inh	LGR2 inh	ERAP1 HTS inh	FN deposition inh	PAX8 inh HTS
O=C(Cc1cccnc1)N1CCCCN2[C@H](C1)[C@@H](c1ccc(C#CC3CC3)cc1)[C@@H]2CO	-11	2	-7	5	nt	0	nt	-36
O=C1NCN(c2ccccc2)C12CCN(C(c1nnnn1C1CCCCC1)C1CC1)CC2 (stereo not given)	-8	-27	2	-5	26	nt	-2	9
O=C1c2ccccc2-n2nncc2C2c3cc(Br)ccc3CCN12 (stereo not given)	4	4	0	-1	9	1	6	32
CC1CCC(C(C)C)C(OC(=O)Cn2c(COc3ccccc3)[n+](C)c3ccccc32)C1 (stereo not given)	20	-28	1	-12	43	9	2	91*
COc1ccc(-c2cc(C(=O)N3CCC4(CC3)OCCO4)c3ccccc3n2)cc1	-37	4	3	nt	-20	5	-2	-111
Cc1nc2ccccc2c(=O)n1-c1ccncc1	0	-1	15	1	-1	0	-6	-4
O=[N+]([O-])c1cc(F)c(N2CCCCC2)cc1Br	-7	9	1	-2	-4	-5	-10	-13
COc1cccc(C(c2nnnn2-c2c(C)cccc2C)N2CCC(n3c(=O)[nH]c4ccccc43)CC2)c1OC (stereo not given)	9	-41	28	2	30	nt	nt	18
Cc1ccc(-n2cc(CNC(C)Cc3cnccn3)c(-c3cccc(C)c3)n2)cc1 (stereo not given)	6	-24	-4	nt	-11	-4	-17	-5
C=CCn1c(O)c(/C=C2/C=CC=N2)c(=O)[nH]c1=O	-9	-3	3	-38	-1	10	-14	-5
O=C(CCN1CC=C(c2ccccc2)CC1)NCc1ccccc1	-6	-7	-6	-4	9	0	-4	-14
O=C(O)[C@@H]1[C@@H](CO)[C@@H]2Cn3c(ccc(C4=CCCC4)c3=O)[C@H]1N2C(=O)Cc1ccccn1	1	nt	2	1	-16	1	nt	nt

Record cards (already shown). Values in the order: EWS-Fli block	PGC1a acetyl inh	S100A4 MyoIIA	PglD inh	LGR2 inh	ERAP1 HTS inh	FN deposition inh	PAX8 inh HTS
`C=CCn1c(O)c(/C=C2/C=CC=N2)c(=O)[nH]c1=O` in the list: -9	-3	3	-38	-1	10	-14	-5
`O=C1c2ccccc2-n2nncc2C2c3cc(Br)ccc3CCN12` (stereo not given) in the list: 4	4	0	-1	9	1	6	32
`O=C(CCN1CC=C(c2ccccc2)CC1)NCc1ccccc1` in the list: -6	-7	-6	-4	9	0	-4	-14
`CC1CCC(C(C)C)C(OC(=O)Cn2c(COc3ccccc3)[n+](C)c3ccccc32)C1` (stereo not given) in the list: 20	-28	1	-12	43	9	2	91*
`O=C(Cc1cccnc1)N1CCCCN2[C@H](C1)[C@@H](c1ccc(C#CC3CC3)cc1)[C@@H]2CO` in the list: -11	2	-7	5	nt	0	nt	-36

Remaining list, next part
SMILES	EWS-Fli block	PGC1a acetyl inh	S100A4 MyoIIA	PglD inh	LGR2 inh	ERAP1 HTS inh	FN deposition inh	PAX8 inh HTS
CN1C(=O)NC(=O)C2(CCCC2)C1=O	1	15	8	-2	-4	2	0	-4
C/C(=N\NC(=O)c1ccncc1)c1c(O)n(Cc2ccccc2)c(=O)[nH]c1=O	3	1	5	-7	8	9	-1	7
Cc1nn(Cc2ccccc2Cl)c(C)c1C(=O)OCC(=O)N1CC(C)OC(C)C1 (stereo not given)	nt	9	nt	1	16	nt	-1	-12
CC1([N+](=O)[O-])COP(=O)(Nc2cccc(Br)c2)OC1 (stereo not given)	2	8	-5	nt	20	-1	0	-16
C[C@H](NC(=O)N1C[C@H]2C[C@@H](C1)c1cccc(=O)n1C2)C(=O)Nc1ccccc1F	1	-1	-3	2	3	2	nt	nt
COc1ccc(OCC(=O)N2CCN(Cc3nc4cc([N+](=O)[O-])ccc4n3C)CC2)cc1	-1	6	-2	nt	-11	-4	16	16
COc1ccc(C(=O)O/N=C(/C(N)=O)P(=O)(OC(C)C)OC(C)C)cc1	8	-5	-7	-6	-9	nt	2	4
O=C(C[N+]12CCC(CC1)C(C(O)(c1ccccc1)c1ccccc1)C2)c1ccc(Br)cc1 (stereo not given)	-2	-1	-5	-5	5	nt	-1	1
CN(C)CCSCc1nnc2n1-c1ccc(Cl)cc1C(c1ccccc1Cl)=NC2	4	1	-20	nt	9	nt	0	38
O=c1c2ccccc2nc(-c2ccccc2)n1-c1ccccn1	4	1	-1	nt	-2	3	2	5
CC(C)N1CCOC(c2ccc(O)c(O)c2)C1 (stereo not given)	-27	nt	11	nt	12	-5	-7	-11
Cc1ccc(-n2c(C)nc3ccccc3c2=O)c(C)c1	-5	10	-2	2	6	1	6	-9
Cc1cc(=O)oc2cc(OCC(=O)N3CCN(Cc4ccccc4)CC3)ccc12	12	10	-7	0	0	-5	5	12
CCCCCn1c(=O)c(C(=O)Nc2cccc(C)n2)c(O)c2ccccc21	11	nt	4	2	9	1	0	19
Cc1nc2ccc(Cl)cc2c(-c2ccccc2)c1C(=O)O	4	3	-12	nt	10	9	nt	19
CN1[C@@H]2CC[C@H]1CC(OC1c3ccccc3CCc3ccccc31)C2 (stereo not given in full)	7	-8	-5	-2	-13	0	-8	3
O=c1c2ccccc2[nH]c(=S)n1-c1ccc(Br)cc1	-3	-2	0	nt	13	0	3	-7
O=C1NC(=O)N(Cc2ccccc2Cl)C(=O)/C1=C/c1cccs1	30	1	-21	1	-2	-2	-6	14
COc1cccc(N=Nc2c(O)[nH]c(=S)[nH]c2=O)c1	-26	14	6	nt	-5	nt	10	-43
COC(=O)COc1ccc(/C=C2\C(=O)NC(=S)N(c3ccc(C)cc3)C2=O)cc1OC	-5	-1	-1	6	-5	-3	2	-27
O=[N+]([O-])c1ccc(N2CCCC2)cc1N/N=C1\CN2CCC1CC2	1	3	nt	-1	2	nt	nt	-6
CN1[C@@H]2CNc3ccccc3[C@@H]2[C@@H]1CO	1	9	0	-3	-3	0	-9	7
CC1C(c2ccccc2)OCCN1C (stereo not given)	2	nt	-4	nt	25	-2	nt	-8

High-throughput results deposited in PubChem BioAssay by Broad Institute.
